# miR-122 sensor: miR-122 inhibition in Huh7 cells. activation (reporter increase), % at 12.5 µM. actives 0.3% (n = 340,000). AID 602342. Huh7 miR-122 Renilla luciferase sensor, 48 h; neutral wells = 0, positive control = 100;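 active means mean replicate activation score at least 90 and every replicate individually at or above 90; inconclusive means only one of the two criteria met; inactive means neither criterion met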;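 further: higher luciferase means less miR-122 activity so hits act as miR-122 inhibitors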
# PAX8 inh HTS: lowers PAX8-driven luciferase in RMG-I cells. RMG-I TPO-luciferase reporter, SteadyGlo, 24 h. inhibition, % at 12.6 µM. actives 1.2% (n = 360,000). AID 652154;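 active means mean replicate inhibition at least 60% with every replicate also reaching 60%; inconclusive means only one of the two criteria is met; inactive means mean below 60% and not all replicates reaching 60%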;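 further: luciferase light reporting Pax8 driven TPO promoter activity; plate controls were median of neutral control wells for no effect and mitoxantrone controls for full effect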
# INS-1E GSIS act: GLuc luminescence reporter in INS-1E cells, primary screen for activators of glucose-dependent secretion of insulin; INS-1E GLuc reporter insulin secretion, 2-3 h; activation, % at 16.6 µM; actives 0.61% (n = 370,000); AID 743287;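 active means lowest replicate activation of at least 40%, so every replicate reaches that level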;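 further: 0% = median of neutral control wells and 100% = median of IBMX positive control wells; some compounds called inactive have numbers as strong as hits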
# FN deposit inh: fibronectin deposition inhibition; AID 743247; actives 0.086% (n = 350,000); AH1F fibroblasts, Alexa488-fibronectin deposition fluorescence, overnight; inhibition, % at 12.6 µM;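 active means mean inhibition across replicates of 30% or more, regardless of how many single replicates reach that level; inconclusive means mean under 30% yet at least half of replicates reach 30%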;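 further: positive control wells lacked labelled fibronectin entirely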
#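 Schedule: 1 h cell adhesion before compound, then overnight fibronectin incubation; test system: AH1F fibroblast monolayer depositing Alexa488-labelled fibronectin into matrix; quantity: 10000 AH1F cells per well; probe or stimulus: fluorescent fibronectin at 24 nM final; signal: fluorescence, ex 485 nm, em 525 nm; evaluation: percent inhibition as loss of matrix-bound fibronectin fluorescence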
# DENV2 CPE rescue: inhibitors of DENV2 cytopathic effect; DENV2-infected cells, cytopathic effect rescue, plate reader; CPE inhibition, % at 9.99 µM; actives 1.7% (n = 350,000); AID 651640; in the data active means CPE inhibition above about 20%, passing the limit was not always enough; inconclusive means no clear call, values can overlap the other calls; tested in BHK-21 cells;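 further: 0% = median of neutral control wells and 100% = median of positive control wells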
# EWS-Fli block: blocks EWS/Fli oncoprotein-driven transcription. A673 NR0B1-luciferase reporter, viability-normalised. inhibition, % at 12.6 µM. actives 0.67% (n = 350,000);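 active means mean inhibition of at least 50% after viability correction, with every replicate also passing that limit; inconclusive means mean reaches 50% but only one of two replicates passes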;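 further: firefly luciferase signal divided by Alamar Blue viability fluorescence both relative to DMSO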
# CFTR F508del cor: CFTR F508del correction in bronchial cells; CFBE cells, YFP halide quenching; stimulated with forskolin plus potentiator P3; % fluorescence drop versus neutral controls; activity (quench increase), % at 7.58 µM; actives 0.36% (n = 350,000); AID 720511;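 active means mean added fluorescence quench of at least 8% versus neutral control, with both replicates also reaching 8%; inconclusive means only one of the mean or replicate conditions met; inactive means mean below 8% and not both replicates reaching 8%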;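 further: cells transiently co-express mutant CFTR-F508del with the halide-sensitive YFP; corrector assay measuring rescue of mutant channel to the surface after 24 h compound exposure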
# * hit, by the source's call; u = inconclusive; x = no result given; & = joins results of further samples; [ ] = remark or other dose. No enrichment for hits, and some 3.9% of all compounds hit somewhere here.
# Each structure is followed by: INS-1E GSIS act | DENV2 CPE rescue | FN deposit inh | miR-122 sensor | CFTR F508del cor | PAX8 inh HTS | EWS-Fli block
1	O=C(NCc1ccccc1)[C@@H]1c2ccccc2C(=O)N(CC23CC4CC(CC(C4)C2)C3)[C@H]1c1ccc(CO)cc1
  x | 10 | x | x | -0.5 | 32 | -6
2	CCOC(=O)c1c(C2CC2)csc1NC(=O)CSCc1c(C)noc1C
  x | x | -1 | 10 | x | -13 | x
3	Cc1n[nH]c(=O)c2c(NC(=O)CSc3ccc(F)cc3)oc(C)c12
  2 | 3 | -8 | x | -1.4 | 16 | -3
4	CCCCN(C)CCCNC(=O)Cn1cc2c(n1)-c1c(oc(C(=O)N3CCCC3)c1C)CC2
  x | 4 | -2 | -3 | 6.8 | 4 | -9
5	O=C(CC1SC(=Nc2ccccc2)N(CCc2c[nH]c3ccccc23)C1=O)Nc1ccccc1F (stereo not drawn)
  6 | 2 | 9 | x | 0.9 | 36 | 16
6	CCN(CC)C(=O)c1[nH]cnc1C(=O)N[C@@H](CC(C)C)C(=O)OC(C)(C)C
  8 | 12 | -8 | 0 | -1.0 | 0 | 5
7	Cc1nnc(Nc2ccc(S(N)(=O)=O)cc2)c2ccccc12
  4 | -1 | 2 | 1 | 0.8 | -31 | -12
8	CCC1(c2ccc(F)cc2)NC(=O)N(CC(=O)Nc2ccc3c(c2)OCCO3)C1=O (stereo not drawn)
  -12 | 1 | 6 | 2 | 1.7 | 1 | 1
9	CCOc1ccc2c(c1)-c1c(ssc1=S)C(C)(C)N2C(=O)c1ccco1
  -5 | x | 21 | 26 | x | 16 | x
10	O=C(C[C@H]1CC[C@H](NC(=O)NC2CCCCC2)[C@@H](CO)O1)NCc1ccccc1
  10 | -2 | 9 | x | -0.5 | -11 | 2
11	CC1CCC2(CC1)NC(=O)N(CC(=O)N1CC(C)CC(C)C1)C2=O (stereo not drawn)
  3 | 10 | -3 | 0 | -0.7 | -13 | -3
12	CCN1CCN(C(=O)CS(=O)Cc2nc(-c3ccc(OC)cc3)oc2C)CC1 (stereo not drawn)
  -16 | 3 | 2 | -5 | 0.9 | 7 | -5
13	CO[C@H]1CN(C)C(=O)c2ccc(NC(=O)C3CCC3)cc2OC[C@H](C)N(CC2CCCCC2)C[C@H]1C
  -20 | x | -8 | x | 1.7 | -18 | 1
14	FC(F)(F)C(F)(F)c1nnc2ccc(-n3ccnc3)nn12
  6 | -1 | x | 0 | 4.3 | -15 | 0
15	COc1ccc(OCCCC(=O)Nc2cccc([N+](=O)[O-])c2C)cc1
  -11 | x | -7 | -1 | x | -6 | x
16	C[C@@H]1CN([C@@H](C)CO)C(=O)c2cc(NS(C)(=O)=O)ccc2O[C@@H](C)CCCCO[C@@H]1CN(C)C
  36 | u | 2 | -7[16.7 µM] | 0.1 | -6 | 4
17	O=C(Nc1ccc(Cl)cn1)C1CCN(S(=O)(=O)c2cccs2)CC1
  0 | -3 | -9 | -24 | -0.7 | 30 | 7
18	COc1ccc(O)c(C(=O)c2cnc3c(c2)c(=O)[nH]c(=O)n3C)c1
  29 | x | -1 | -7 | x | -4 | x
19	CC(C)C[C@@H](CN1CCCC1CN1C(=S)NC[C@@H]1Cc1ccc(O)cc1)N1C[C@H](Cc2ccc(O)cc2)N(CC2CCCCC2)C1=S (stereo partly drawn)
  7 | 6 | x | -10 | 0.0 | 50 | 11
20	CO[C@H]1CC[C@@H]2CCN(C)C(=O)[C@@H](C)[C@H](OC)CN(C)C(=O)c3cc(C#N)ccc3OC[C@H]1O2
  11 | 1 | 7 | x | 3.3 | 8 | -13

# Further compounds follow:
# Each structure is followed by: INS-1E GSIS act | DENV2 CPE rescue | FN deposit inh | miR-122 sensor | CFTR F508del cor | PAX8 inh HTS | EWS-Fli block
21	COc1ccc(-c2cc3c(=O)n(CC(=O)Nc4cccc(Cl)c4)ncn3n2)cc1
  7 | -5 | -8 | -1 | 2.8 | -20 | x
22	Cc1cc(F)cc(-c2cc(C(=O)NCc3ccc(C(F)(F)F)cc3)[nH]n2)c1
  -1 | 3 | 1 | -8 | -3.8 | -9 | -11
23	CC1CCN(C(=O)Cn2c(=O)n(-c3ccc(F)cc3)c(=O)c3sccc32)CC1
  2 | 11 | 3 | 1 | 0.0 | 53 | 2
24	Cc1ccccc1-c1nc(C#N)c(NCc2ccco2)o1
  -5 | 1 | x | x | x | 17 | -16
25	O=C(c1ccc(O)c(Br)c1)c1cc(Br)ccc1O
  -40 | -2 | 2 | 4 | 0.8 | -14 | -4
26	O=C(COC(=O)c1ccccc1NCCO)NCc1cccs1
  0 | -4 | -8 | -6 | 1.9 | -46 | -13
27	C[C@@H]1CN([C@@H](C)CO)C(=O)c2cc(NC(=O)Nc3ccc(C(F)(F)F)cc3)ccc2O[C@@H](C)CCCCO[C@H]1CN(C)S(=O)(=O)c1ccc(Cl)cc1
  13 | -20 | -2 | -3[16.7 µM] | -0.3 | 44 | -7
28	COc1ccc(S(=O)(=O)N(C)C[C@H]2Oc3c(NC(=O)Nc4ccccc4)cccc3C(=O)N([C@H](C)CO)C[C@@H]2C)cc1
  -11&-14 | 18 | 5 | 3 | 1.7 | 15 | -4
29	CCOc1ccc(N(C(=O)c2snc(C(N)=O)c2N)C(C(=O)NCC2CCCO2)c2ccc(C)o2)cc1 (stereo not drawn)
  -5 | 8 | 2 | -1 | 2.6 | 17 | 4
30	O=[N+]([O-])c1ccccc1/C=C/C=N/Nc1nc(N2CCCCC2)nc(N2CCCCC2)n1
  2 | 5 | -2 | x | -0.5 | 1 | 14
31	CC(C)NC(=O)c1onc(CSc2cccc(F)c2)c1C(=O)O
  x | x | -4 | x | 1.8 | -17 | -6
32	Cc1[nH]c(C)c(S(=O)(=O)NCc2ccccc2Cl)c1C(=O)N1CCCC1
  -3 | 4 | 4 | 26 | -1.2 | -4 | x
33	Cc1cc(C)cc(NC(=S)N2CCC(NC(=O)c3ccccc3C)CC2)c1
  -14 | 1 | 6 | x | -1.8 | -17 | -3
34	O=C(c1ccc(Cl)c(S(=O)(=O)N2CCCC2)c1)N1CCN(Cc2ccccc2)CC1
  -11 | -2 | 2 | 7 | 0.8 | 15 | 4
35	O=C(Oc1ccc(=O)[nH]n1)c1ccccc1
  x | 15 | -1 | -7 | 3.0 | 6 | 4
36	O=C(O)c1cccc(Nc2nc(Nc3ccccc3)nc(N3CCCC3)n2)c1
  3 | -5 | 9 | x | 0.2 | 16 | 20
37	CO[C@H]1CN(C)C(=O)c2cc(NC(=O)c3ccccc3F)ccc2OC[C@@H](C)N(CC2CCOCC2)C[C@@H]1C
  4 | 8 | -1 | x | -1.6 | x | -1
38	CN=C1SC(CC(=O)Nc2c(C)cccc2C)C(=O)N1/N=C/c1cccs1 (stereo not drawn)
  2 | 9 | -7 | x | -0.4 | 4 | 5
39	O=C(CCc1ccccc1)NCC(=O)N/N=C/c1ccc(O)cc1O
  -5 | 5 | 9 | x | 3.3 | 30 | 3
40	CCCCS(=O)CC(CS(=O)CCCC)OC(=O)c1ccc(C)cc1 (stereo not drawn)
  x | x | 2 | 1 | x | 9 | x

# Following part:
# Each structure is followed by: INS-1E GSIS act | DENV2 CPE rescue | FN deposit inh | miR-122 sensor | CFTR F508del cor | PAX8 inh HTS | EWS-Fli block
41	CC(C)(C)SCCNC(=O)/C=C/c1cccc([N+](=O)[O-])c1
  1 | x | -5 | x | x | -11 | x
42	Cc1ccc(/C=N/NC(=O)c2ccc3nc[nH]c3c2)s1
  x | 2 | 9 | x | 1.6 | -21 | -12
43	CC1CN(c2cc(=O)n(-c3ccc(Cl)cc3)c(=O)[nH]2)CC(C)O1 (stereo not drawn)
  x | 6 | 2 | x | -0.3 | 1 | 7
44	CCOC(=O)C(CC)/C(C)=N\NC(=O)c1ccccc1O (stereo not drawn)
  -8 | 17 | 2 | x | 5.7 | 26 | -21
45	CCC(CC)C(=O)Nc1nnc(SCC(=O)NC(C)(C)C)s1
  1 | x | -9 | x | -0.3 | -9 | 11
46	CCC(CC)COC(=O)C1=C(C)NC(=O)NC1c1ccc([N+](=O)[O-])cc1 (stereo not drawn)
  -14 | 4 | -2 | 1 | -2.5 | 12 | 4
47	Cc1cccc(N(CC(=O)NCc2ccccc2)C(=O)CCC(=O)Nc2nccs2)c1
  -7 | 8 | -6 | 4 | 2.9 | -15 | 12
48	CCOC(=O)[C@@H](NC(=O)CC[C@H]1O[C@@H](n2cc(C)c(=O)[nH]c2=O)C[C@@H]1O)C(C)C
  4 | 13 | 8 | -2 | 1.4 | -10 | 1
49	CCN(CC)C(=O)Cn1cc(S(=O)(=O)CC(=O)NCc2ccc(F)cc2)c2ccccc21
  x | -9 | 2 | x | 0.0 | x | 5
50	Fc1ccccc1-c1ccc(C2[C@@H]3CN(Cc4ccccn4)C[C@H]2N3)cc1 (stereo partly drawn)
  -2&-7 | -24 | -11&4 | x | -0.3 | 7 | 4
51	Nc1ncnc2c1ncn2[C@@H]1O[C@H](CNC(=O)[C@@H](N)Cc2ccc(C(F)(F)F)cc2)[C@@H](O)[C@H]1O
  1 | 3 | 6 | 4 | 3.0 | -3 | 0
52	O=C(O)c1ccc(/C=N/NC(=S)NCCN2CCOCC2)cc1
  -10 | 3 | 7 | 9 | -0.8 | 6 | 5
53	CO[C@H]1CN(C)C(=O)c2ccc(NC(=O)C3CC3)cc2OC[C@H](C)N(Cc2ccccc2)C[C@H]1C
  -34 | 6 | -10 | 22[16.7 µM] | -0.5 | x | 1
54	CC(C)C[C@H]1CNC(=O)C(=O)N1CC1CCN(CC2CCC(C)CC2)CC1 (stereo partly drawn)
  -16 | -3 | 3 | 0 | -1.8 | 12 | -14
55	CCN(CC)CCC(c1ccc2c(c1)OCO2)c1c(OC)cc(OC)c2ccc(=O)oc12 (stereo not drawn)
  x | -12 | 13 | 1 | -3.7 | 11 | 7
56	COc1cccc(-c2ccccc2[C@H]2[C@@H](C#N)N(C(=O)Cc3ccccc3)[C@@H]2CO)c1
  -13 | 0 | -7 | x | 3.3 | x | 0
